# Screening data (PubChem)
# dFosB act – activators of delta FosB homodimer, primary screen, biochemical, fluorescence polarization, TAMRA-CDK5 oligo, single point; Protein FosB (Mus musculus), P13346; purified delta FosB; percent of positive-control signal above neutral wells; activation, % at 25 µM; 0.99% of 340,000 active; AID 493131, 2011;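 active = mean activation above about 17%, with every replicate also reaching it, limit read from the data, passing the limit was not always enough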;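 also: fluorescence polarization rise as delta FosB binds a TAMRA Cdk5 AP-1 oligo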
# Target sequence (P13346 whole entry, looked up): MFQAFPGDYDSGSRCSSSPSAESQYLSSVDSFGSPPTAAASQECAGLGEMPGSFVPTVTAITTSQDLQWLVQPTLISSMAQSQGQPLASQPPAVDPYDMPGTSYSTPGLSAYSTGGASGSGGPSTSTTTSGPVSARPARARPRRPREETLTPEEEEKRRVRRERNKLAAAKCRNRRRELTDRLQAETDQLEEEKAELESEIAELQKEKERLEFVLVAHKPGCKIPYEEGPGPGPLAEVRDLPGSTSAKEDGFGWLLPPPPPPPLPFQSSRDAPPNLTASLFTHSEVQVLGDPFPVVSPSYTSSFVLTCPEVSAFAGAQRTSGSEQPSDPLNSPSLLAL
# Tat export inh – E. coli Tat export inhibitors, primary screen, MC4100, TorA-mCherry reporter, fluorescence, single point. AID 488895, 2010. 0.036% of 340,000 active. inhibition, % at 10 µM;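 active = mean replicate inhibition at least 50% and at least half of replicates individually reaching 50%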;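 also: exported cargo escapes ClpAP degradation while cytoplasmic cargo is degraded and loses fluorescence; 0% = median of neutral control wells and 100% = median of NaSCN control wells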
# MITF act – activators of MITF-driven TRPM1 promoter reporter, primary screen, cell-based, SK-MEL-5, luciferase, single point; AID 588334, 2011; SK-MEL-5 TRPM1-promoter luciferase, 24 h; % of positive control, neutral wells = 0; 0.75% of 300,000 active; activation, % at 12.5 µM;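 active = mean activation of at least 80% with every replicate also reaching 80%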;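 also: 0% = neutral control wells and 100% = parthenolide positive control wells; values of inactives mirror those of a sister screen read the other way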
# V-ATPase pHluor – regulators of yeast V-ATPase proton pumping, primary screen, pHLuorin cytosolic pH fluorescence | response, % at 10 µM | S. cerevisiae | 0.37% of 350,000 active; in the data active = response mostly above about 7.3%, no sharp cut-off; inactive = mostly below about 5.4%; also: actives read high; inactives centre near 0; some compounds called inactive have numbers as strong as hits
# CAL PDZ FP-1 – untagged CAL PDZ binding inhibitors, primary screen, biochemical, fluorescence polarization, HTS; inhibition, % at 24.9 µM; 0.92% of 300,000 active; purified CAL PDZ, TMR-peptide fluorescence polarization, 1 h; AID 602252, 2012;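 active = mean inhibition of at least 30% with at least half of replicates also reaching 30%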;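 also: 0% = DMSO neutral control and 100% = excess unlabeled competitor peptide PRC23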
# Wnt bcat act – Wnt/beta-catenin pathway activators, primary screen, cell-based, plate reader, single point | AID 743398, 2014 | activation, % at 9.35 µM | Wnt/beta-catenin reporter cell assay, activator | 1.2% of 300,000 active; in the data active = activation above about 30%, passing the limit was not always enough;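 also: 0% = neutral control wells and 100% = positive control wells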
# Rtt109 HAT inh – inhibitors of C. albicans Rtt109/Vps75 HAT, primary screen, biochemical, ThioGlo CoA-SH fluorescence, plate reader | Histone acetyltransferase RTT109 (Candida albicans (strain SC5314 / ATCC MYA-2876)), … | purified Rtt109/Vps75, 4 h | inhibition, % at 34.9 µM | 0.16% of 330,000 active;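 active = inhibition of at least 50% in every replicate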
# Target sequence (Q5AAJ8 whole entry, looked up): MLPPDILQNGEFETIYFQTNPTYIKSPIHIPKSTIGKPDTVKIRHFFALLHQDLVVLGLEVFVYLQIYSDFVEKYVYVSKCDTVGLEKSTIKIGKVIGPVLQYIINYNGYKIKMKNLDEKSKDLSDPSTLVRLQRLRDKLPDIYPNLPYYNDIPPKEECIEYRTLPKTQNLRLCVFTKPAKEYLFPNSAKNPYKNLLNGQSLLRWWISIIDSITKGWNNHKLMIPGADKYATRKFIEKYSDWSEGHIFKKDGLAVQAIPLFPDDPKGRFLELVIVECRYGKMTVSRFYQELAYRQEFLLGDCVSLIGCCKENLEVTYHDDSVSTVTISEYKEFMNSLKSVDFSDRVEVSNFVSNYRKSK
# CAL PDZ FP-2 – CAL PDZ peptide-binding inhibitors, primary screen, biochemical, fluorescence polarization, Cer-tagged CAL PDZ, HTS | purified CAL PDZ, TMR-peptide fluorescence polarization, 1 h | inhibition, % at 20 µM | 0.02% of 330,000 active | AID 504414, 2011;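 active = highest replicate inhibition of at least 40%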;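 also: plate controls were DMSO neutral control wells for no effect and unlabeled competitor peptide control wells for full effect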
#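 Material – purified CerCALP PDZ construct · Detection – FP readout, S and P plane fluorescence · Measure – percent inhibition from loss of millipolarization · Controls – unlabelled peptide for full inhibition, DMSO wells as neutral · Probe or stimulus – TMR-labelled reporter peptide T*-PRC34 bound in PDZ groove · Times – 1 h at RT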
# CDK5 p35 inh – inhibitors of human CDK5/p35 kinase, primary screen, biochemical, single concentration; 0.01% of 330,000 active; Cyclin-dependent kinase 5 (Homo sapiens) + Cyclin-dependent kinase 5 activator 1 (Homo …; AID 488839, 2010; Recombinant CDK5/p35, ADP-Glo luminescence, 60 min; inhibition, % at 10 µM;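 active = highest replicate inhibition of at least 50% and at least 75% of replicates reaching 50%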;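 also: plate controls were DMSO neutral control for no effect and GW8510 at 10 µM for full effect; many of its hits are not listed in these tables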
# RTF Ca sens act – cardiac RTF calcium sensitivity activators, primary screen, biochemical, IANBD-TnC fluorescence, EC20 calcium; AID 493008, 2010; activation, % at 7.2 µM; IANBD-labeled TnC RTF fluorescence at EC20 calcium; 0% EC20 calcium, 100% full calcium; Troponin I, cardiac muscle (Homo sapiens) + Troponin T, cardiac muscle (Homo sapiens) + …; 0.24% of 340,000 active;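 active = activation above the mean over all tested compounds plus 3 SD, cut at about 30% in these data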;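 also: rise in fluorescence read as greater calcium sensitivity of cardiac thin filaments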
# The depositor's hits bear a star; · = not tested or not shown; & = joins results of further samples.
structure	Rtt109 HAT inh	MITF act	V-ATPase pHluor	dFosB act	Tat export inh	CDK5 p35 inh	RTF Ca sens act	CAL PDZ FP-2	CAL PDZ FP-1	Wnt bcat act
O=C1NC(=O)/C(=C/c2ccco2)N1	-0.6	15.1	-4.2	0.9	2.3	1.3	-0.8	-0.4	-2.6	3.5
O=C(CCc1ccccc1)NC1CCCc2ccccc21 (stereo unspecified)	-1.0	-5.9	-4.6	-5.8	-9.8	1.2	2.2	-2.2	-1.4	-0.6
Cc1ccnc(NC(c2ccsc2)c2ccc3ccc(C)nc3c2O)c1 (stereo unspecified)	·	-16.6	-1.5	4.5	-13.1	1.3	-4.5	-0.8	-4.6	-6.4
CC(C)(C)NC(=O)C(c1ccccc1)N(C(=O)c1csnn1)C1CC1 (stereo unspecified)	2.0	·	0.2	-5.5	-3.5	0.6	0.9	-3.4	-7.2	·
O=C(C1=C(O)C(=O)N(CCN2CCOCC2)C1c1ccc(F)cc1)c1cc2ccccc2o1 (stereo unspecified)	0.7	6.3	-0.8	-3.1	4.5	-0.2	4.0	-2.5	-6.6	0.6
Cc1sc2c(=O)n3c(nc2c1C(=O)NCCCN1CCOCC1)CCCCC3	-2.4	3.9	-3.0	-9.3	-0.8	0.5	5.5	0.4	-1.1	·
Cc1cc(C)c2c(c1)/C(=N/NC(=S)Nc1ccc(F)cc1)CCC2	-13.1	-11.7	3.5	31.4*	-3.8	-0.5	-3.1	-0.4	-0.8	1.9
CC1(C)SC2C(NC(=O)COc3ccccc3)C(=O)N2C1C(=O)O (stereo unspecified)	1.4&1.1	-9.9&0.3	-0.8&-0.1	2.9&-1.5	-3.3&-0.9	-0.4&0.1	0.7&0.5	0.4&-0.1	7.9&-5.5	8.0&-1.3
COc1ccc(-c2cc(C(F)(F)F)nc(SCCC(=O)NCc3ccccc3)n2)cc1	1.0	3.8	0.0	0.5	-7.3	0.8	-3.3	0.6	-1.5	·
CCOc1ccc(S(=O)(=O)N2CCC(c3ccccc3)CC2)cc1C(=O)O	2.8	8.1	1.9	-10.5	10.2	-1.0	-3.7	-0.6	-2.2	4.5
O=C(N/N=C/c1ccc(C(F)(F)F)cc1)c1ccc(O)cc1	4.0	39.8	0.6	-9.3	3.0	0.0	3.8	-1.9	·	2.7
Cc1nn(Cc2noc(C(=O)NCC3CCCO3)n2)c(C)c1Br (stereo unspecified)	8.6	3.1	1.3	2.0	1.8	-3.2	1.9	-1.9	-1.1	0.3
CCCCC(=O)Nc1ccc(C(=O)Nc2ccc(S(=O)(=O)Nc3nccc(C)n3)cc2)cc1	-2.1	-1.3	-0.6	-9.0	-7.1	0.2	6.9	-2.1	-6.9	-1.0
CCN(C(=O)CN1C(=O)CN(C)C1=O)c1cccc2ccccc12	-2.8	-13.4	1.4	-0.5	-5.1	-0.4	-2.4	-0.9	-1.9	-1.0
O=[N+]([O-])c1c(NCCCO)cc(N2CCCCCC2)c2nonc12	-5.5	1.0	5.5	-7.6	4.4	-3.3	6.3	-2.4	-2.9	2.1
CCCSc1nc2c(c(=O)[nH]c(=O)n2C)n1CC(O)COc1ccccc1 (stereo unspecified)	5.2	15.1	5.0	-4.9	1.3	-1.0	4.7	-1.7	19.6	-1.3
COc1ccc(Cl)cc1NC(=S)Nc1ccccc1F	-2.2	-1.8	-2.2	2.0	-10.8	1.2	-5.5	1.6	-0.3	0.6
CS(=O)(=O)n1nc(-c2ccco2)nc1N	-1.4	0.7	1.8	0.2	-5.4	-9.3	-2.6	-0.7	0.1	-0.4
N=c1c2c(-c3ccccc3)c(-c3ccccc3)n(Cc3ccccc3)c2ncn1CCO	15.6	-21.4	1.3	10.1	6.9	2.5	-2.4	-2.2	1.2	-24.4
CCOC(=O)N1CCC(N2Cc3cccc(C(=O)N4CCN(C5CCCCC5)CC4)c3C2=O)CC1	8.7	·	-1.6	-5.5	2.3	-0.3	1.1	-0.3	·	-6.2
c1ccc(COC2CCCN(Cc3nc(-c4cnccn4)no3)C2)nc1 (stereo unspecified)	·	6.1	0.6	-3.5	-3.6	-2.8	4.9	-1.2	-0.2	-5.2
O=C(c1cccc(C(F)(F)F)c1)C1CCCN(C(=O)CN2CCOC2=O)C1 (stereo unspecified)	10.1	-2.5	-0.6	-0.1	5.3	-0.3	4.3	-2.0	-5.0	0.4
CCOC(=O)CN1NC2(CCCCC2)NC1=S	12.6	10.8	-1.5	0.9	-2.4	-0.9	-4.6	-2.2	-1.7	·
OCCC1CN(Cc2cnc(N3CCOCC3)s2)CCN1C1CCCC1 (stereo unspecified)	7.3	7.5	-4.0	-4.7	-2.5	0.5	-5.3	0.1	-1.3	-2.3
CC(=O)NC1C(c2nc3ccccc3s2)=C(c2ccccc2)C(=O)N1c1ccc(C)cc1 (stereo unspecified)	-7.6	·	-2.7	-2.4	-5.5	-0.6	-2.6	-0.8	-2.5	32.5*
O=C(O)C1CCCCC1C(=O)Nc1ccccc1F (stereo unspecified)	7.4	-9.9	-0.5	-2.3	-2.2	-1.2	-3.7	1.0	·	·
CC(=O)c1ccc(S(=O)(=O)N2CCC(c3nnc(SCCN4CCCC4)n3C)CC2)cc1	5.6	·	-3.7	0.7	2.3	0.2	-5.1	-3.0	-0.7	-0.8
CCc1cc2c3c(c1)C(C)CC(C)(C)N3C(=O)C2=O (stereo unspecified)	-2.5	-3.5	2.1	-0.2	5.3	1.2	4.0	-0.5	-6.4	-1.2
O=C(Nc1ccccc1C(=O)NCCCN1CCOCC1)c1cccc([N+](=O)[O-])c1	-2.1	4.7	-0.7	0.4	23.3	0.5	-1.3	-0.2	-2.4	0.1
Cc1cc(Nc2ccccc2)nc(N2CCOCC2)n1	4.3	12.8	8.3	-3.1	-12.0	0.8	6.4	·	-3.0	1.7
COc1cccc(CN(C)C(=O)c2ccc(NC(=O)CC3SC(N4CCCC4)=NC3=O)cc2)c1OC (stereo unspecified)	5.2	-12.9	1.7	-14.9	-1.4	1.4	-1.7	-3.5	-2.0	2.9
O=S(=O)(c1ccccc1)n1ccc2cccnc21	0.0	-6.8	-0.9	4.4	9.8	2.8	1.7	-0.4	-3.7	-1.0
C#Cc1cccc(-n2nnc(C(=O)OC)c2-c2ccccc2)c1	-10.0	-3.7	3.1	-10.3	7.5	1.1	-2.9	-2.1	-1.5	-0.6
COc1ccc(-c2nc(-c3ccncc3)no2)cc1OC	-10.1	·	1.5	7.1	-3.7	-0.3	-4.0	-2.1	0.4	·
C1COCCNCCOCCOCCN1	-9.6	17.0	-2.9	-4.4	9.9	1.7	5.6	-3.0	-0.9	-3.1
C[C@H](CO)N1C[C@H](C)[C@@H](CN(C)C)Oc2c(NC(=O)CCC(F)(F)F)cccc2C1=O	4.4	15.9	-0.1	0.2	-5.8	-0.7	-0.3	-0.4	0.0	1.6
COCCCNC(=O)C1CC(=O)OC1c1ccc(OC)c(OC)c1 (stereo unspecified)	-5.7	-4.1	0.7	2.7	-4.4	-0.8	-1.8	0.8	42.5*	-2.9
COCCOC(=O)C1=C(C)NC2=C(C(=O)CC(C)(C)C2)C1c1ccc2c(c1)OCO2 (stereo unspecified)	-0.1	-4.1	-0.5	-9.4	-1.4	3.4	2.1	-1.8	-3.2	0.4
CC(=O)Nc1ccc(NC(=O)C2CC(=O)N(c3cccc(Cl)c3)C2)cc1 (stereo unspecified)	7.9	-5.3	0.5	-5.9	-9.2	1.0	3.2	-0.9	·	-0.4
S=C(Nc1ccccc1)Nc1ccc2ccccc2c1	0.7	2.0	1.1	3.1	0.6	-0.2	-10.4	-0.4	·	0.4

# Grouped by structure: the entries above with a furan ring, fused or not (three)
structure	Rtt109 HAT inh	MITF act	V-ATPase pHluor	dFosB act	Tat export inh	CDK5 p35 inh	RTF Ca sens act	CAL PDZ FP-2	CAL PDZ FP-1	Wnt bcat act
O=C1NC(=O)/C(=C/c2ccco2)N1	-0.6	15.1	-4.2	0.9	2.3	1.3	-0.8	-0.4	-2.6	3.5
O=C(C1=C(O)C(=O)N(CCN2CCOCC2)C1c1ccc(F)cc1)c1cc2ccccc2o1 (stereo unspecified)	0.7	6.3	-0.8	-3.1	4.5	-0.2	4.0	-2.5	-6.6	0.6
CS(=O)(=O)n1nc(-c2ccco2)nc1N	-1.4	0.7	1.8	0.2	-5.4	-9.3	-2.6	-0.7	0.1	-0.4

# New compounds follow
structure	Rtt109 HAT inh	MITF act	V-ATPase pHluor	dFosB act	Tat export inh	CDK5 p35 inh	RTF Ca sens act	CAL PDZ FP-2	CAL PDZ FP-1	Wnt bcat act
O=C(COc1ccccc1)N=C1SC2CS(=O)(=O)CC2N1CCc1ccccc1 (stereo unspecified)	-4.0	-2.3	-0.2	-8.7	6.4	0.8	-1.4	-1.2	4.6	0.0
O=C(Nn1cnnc1)c1cc(-c2ccccn2)nc2ccccc12	0.6	-19.2	0.3	-8.0	-5.0	0.7	0.9	0.2	-0.6	·
C=CCOc1ccccc1CNc1ccccc1C	6.3	-1.0	-2.2	0.0	-4.3	1.1	1.4	-0.1	-0.8	-5.1
CC(=O)c1cccc(NC(=O)N2CCCC2C(=O)NC2CCCCC2)c1 (stereo unspecified)	-5.0	-13.9	-2.5	-0.7	2.6	0.4	-6.2	-0.6	1.1	-0.6
CCCCCn1c(CNC(=O)CC)nc2ccccc21	-7.3	·	0.2	-3.9	-9.6	0.6	-9.3	-0.1	7.5	-2.4
O=C(CCN1N=C(c2ccccc2)CCC1=O)NCC1COc2ccccc2O1 (stereo unspecified)	-0.3	2.7	-3.0	-4.8	-1.2	-1.1	-3.0	-1.0	-0.5	-1.4
N#CC(c1nc2ccccc2nc1N1CCCC1)S(=O)(=O)c1ccccc1 (stereo unspecified)	-24.0	9.6	10.2	-15.7	-5.1	0.7	12.3	-0.7	·	·
CCN(Cc1ccccc1)S(=O)(=O)c1ccc(S(=O)(=O)N2CCN(C)CC2)cc1	14.9	6.1	-1.9	-1.8	-5.5	-4.3	5.8	-1.8	0.1	·
CN(C(=O)c1ccc(OC2CCN(S(=O)(=O)N(C)C)CC2)cc1)C1CCCCC1	-3.3	0.7	-1.3	2.8	1.6	-0.9	-2.4	-2.2	-2.9	-0.8
CC1CCCN(S(=O)(=O)c2ccc(Cl)s2)C1 (stereo unspecified)	-3.9	-4.5	-0.6	1.2	12.1	-9.9	1.0	-0.8	·	-1.5
CCc1cc(=O)oc2cc(C)cc(O)c12	3.6	0.7	-0.8	-0.5	-0.6	0.1	11.0	-0.7	-4.9	0.6

# Compounds as they come; any-hit rate near 4.1%.
